# PGC1a acetyl inh – inhibitors of PGC1a acetylation signal, primary screen, cell-based, U2OS, AlphaScreen, inhibitor mode; AlphaScreen anti-acetyl-lysine; with virally co-expressed GCN5 acetyltransferase; inhibition, % at 15.6 µM; 350,000 compounds, 0.17% hits;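 active means every replicate shows inhibition of at least 40%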;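 further: 0% = neutral control wells and 100% = positive control wells; some results beyond the cut were filed as inactive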
# S100A4 MyoIIA – inhibitors of S100A4-myosin IIA peptide binding, primary screen, biochemical, fluorescence polarization, TAMRA-MyoIIA peptide; 360,000 compounds, 0.14% hits; inhibition, % at 10.7 µM; Protein S100-A4 (Homo sapiens), P26447; AID 652163, 2013;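 active means mean inhibition of at least 70% across replicates, with every replicate also reaching that level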
# Target sequence (P26447 whole entry, looked up): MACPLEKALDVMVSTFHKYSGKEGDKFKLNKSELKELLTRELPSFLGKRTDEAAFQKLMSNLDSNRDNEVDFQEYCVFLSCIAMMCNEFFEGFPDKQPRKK
#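 Material: S100A4 monomer (human). Medium: Calcium-containing HEPES buffer, pH 7.2. Probe or stimulus: labelled myosin peptide probe, 5 nM. Compound dosing: one concentration per compound. Timing: polarization read 5 min after assay mix addition, stable 5–60 min. Benchmarks: DMSO as neutral control, TFP as positive control.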
# XiGFP reactiv – activators of inactive X chromosome reactivation, primary screen, imaging, XiGFP fibroblasts, GFP high-content imaging, set 2; XiGFP mouse fibroblasts, % GFP-positive cells imaging, 3 d; cells co-treated with 5-aza-dC sensitizer; scaled so ellipticine positive control = 100%; activation, % at 7.58 µM; 360,000 compounds, 0.055% hits; AID 743238, 2013;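 active means mean normalized replicate activation at least 10% and every replicate at or above 10%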;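 further: 0% = median of on-plate neutral control wells and 100% = ellipticine 6 µM median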
#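 Schedule: 3 d treatment, 15 min room-temperature fixation; system: 68-5-11 XiGFP fibroblast line; buffer or medium: DMEM plus 5-aza-dC sensitizer; control set: ellipticine 6 µM positive control; compound: one concentration, pinned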
# Cneo AK release – Cryptococcus neoformans cell lysis inducers, primary screen, AK release luminescence, single concentration; C. neoformans lysis, adenylate kinase release luminescence, 4 h; normalised: neutral wells 0, clomiphene wells 100; lysis activity, % at 15 µM; 360,000 compounds, 0.2% hits; AID 651654, 2012;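 active means mean lysis activity across replicates of at least 80%, whatever share of replicates individually reach that level; inactive means mean lysis activity below 80%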
#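 Schedule: static 4 h at 37 °C with compound, 1 h detection; system: C. neoformans cells; benchmarks: Clomiphene as positive control; buffer or medium: fresh YPD medium; measure: luminescence rise reflecting yeast cell lysis; measured by: luminescent adenylate kinase detection reagent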
# SIRT5 block – SIRT5 desuccinylase inhibitors, primary screen, biochemical, fluorescence imaging, single point, set 5. inhibition, % at 15 µM. 330,000 compounds, 1.1% hits. Purified SirT5, succinyl-peptide AMC, trypsin-coupled fluorescence. NAD-dependent protein deacylase sirtuin-5, mitochondrial (Homo sapiens), Q9NXA8; in the data active means inhibition above about 15%
# C2C12 statin – suppressors of statin myotoxicity in C2C12 myotubes, primary screen, cell-based, single point, plate reader; C2C12 myotubes + simvastatin, ATP luminescence, 48 h; scaled: DMSO 0, geranylgeraniol control 100; rescue of ATP level, % at 7.49 µM; 330,000 compounds, 0.78% hits;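 active means mean ATP rescue above about 67%, or every replicate alone reaching that limit, limit read from the data, passing the limit was not always enough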;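 further: myotubes were challenged with 10 µM simvastatin during compound exposure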
# LGR2 inh – inhibitors of bursicon-induced LGR2 CRE-luciferase signal, primary screen, cell-based, HEK293, CRE-luciferase reporter, bursicon stimulation. Drosophila bursicon receptor LGR2 (rickets). bursicon-stimulated, 4 h. inhibition, % at 9.99 µM. 380,000 compounds, 0.35% hits. AID 720647, 2013;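 active means drop in luminescence signal, shown as inhibition above about 50% in the replicate tests, limit read from the data, passing the limit was not always enough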;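 further: agonist challenge used bursicon conditioned medium at about half maximal strength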
# ERAP1 HTS inh – human ERAP1 aminopeptidase inhibitors, primary screen, biochemical, single point, plate reader; inhibition, % at 10.7 µM; 340,000 compounds, 0.15% hits; AID 652197, 2013; recombinant ERAP1, Leu-AMC fluorescence, 60 min;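 active means mean replicate inhibition of at least 30%, or all replicates individually reaching that 30% level; inactive means mean below 30% and not every replicate reaching it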;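 further: 0% = neutral control wells and 100% = L-leucinethiol positive control wells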
# Target sequence (Q9NZ08 whole entry, looked up): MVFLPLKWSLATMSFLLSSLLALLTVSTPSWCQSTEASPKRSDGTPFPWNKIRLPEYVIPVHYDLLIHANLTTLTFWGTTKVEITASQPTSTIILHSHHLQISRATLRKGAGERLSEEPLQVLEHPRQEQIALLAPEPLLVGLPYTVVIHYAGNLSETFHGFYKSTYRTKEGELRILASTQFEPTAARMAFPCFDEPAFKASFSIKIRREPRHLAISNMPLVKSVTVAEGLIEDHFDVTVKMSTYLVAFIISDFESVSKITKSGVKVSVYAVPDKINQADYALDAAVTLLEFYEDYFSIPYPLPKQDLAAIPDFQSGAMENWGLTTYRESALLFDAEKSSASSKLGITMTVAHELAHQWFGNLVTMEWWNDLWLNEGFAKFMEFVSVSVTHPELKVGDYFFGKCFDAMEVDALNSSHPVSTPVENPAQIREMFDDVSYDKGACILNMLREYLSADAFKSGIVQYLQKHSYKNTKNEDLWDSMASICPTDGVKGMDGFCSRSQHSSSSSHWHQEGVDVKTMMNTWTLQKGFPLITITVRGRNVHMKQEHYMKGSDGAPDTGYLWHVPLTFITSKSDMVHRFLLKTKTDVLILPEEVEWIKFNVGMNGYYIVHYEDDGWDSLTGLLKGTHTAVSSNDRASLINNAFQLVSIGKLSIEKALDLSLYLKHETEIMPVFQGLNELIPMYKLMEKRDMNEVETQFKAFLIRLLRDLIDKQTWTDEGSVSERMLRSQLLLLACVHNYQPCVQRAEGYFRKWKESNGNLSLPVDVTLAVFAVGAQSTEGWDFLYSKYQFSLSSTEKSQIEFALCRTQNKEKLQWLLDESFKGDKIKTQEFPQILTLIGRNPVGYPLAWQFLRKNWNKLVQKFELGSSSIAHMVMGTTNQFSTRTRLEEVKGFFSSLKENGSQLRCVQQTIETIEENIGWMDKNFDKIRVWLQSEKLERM
# * = called active by the depositor; nt = not tested or not shown; & = joins results of further samples.
# The line under a structure holds: PGC1a acetyl inh, S100A4 MyoIIA, XiGFP reactiv, Cneo AK release, SIRT5 block, C2C12 statin, LGR2 inh, ERAP1 HTS inh
- CCOc1ccc(-c2cc(C(=O)N3CCN(C)CC3)c3ccccc3n2)cc1
 : 19, -1, nt, -6, 12, -44, -17, -3
- Cc1cn(-c2cc(C(=O)Nc3ccc(C)c(NC(=O)C(=O)c4c[nH]c5ccccc45)c3)cc(C(F)(F)F)c2)cn1
 : -8&0, 2&-3, 0.0&0.0, 1&0, 3&2, 3&-27, 6&3, -4&-1
- Cc1ccc(NC(=O)C2CCCN(S(=O)(=O)c3cnc[nH]3)C2)cc1F (stereo unspecified)
 : 2, -1, -0.1, -4, nt, -2, -13, nt
- COc1cc(CN2CCCC(N3CCc4ccccc4C3)C2)c(Cl)cc1O (stereo unspecified)
 : -11, 0, 0.2, 1, 2, 5, -9, -4
- O=C(CSc1ccccn1)N1CCCC(Nc2ccccc2)C1 (stereo unspecified)
 : -6, 0, -0.1, 2, 1, 5, 10, 2
- Cc1noc(C)c1S(=O)(=O)N(C)C[C@H]1Oc2ccc(NS(=O)(=O)c3ccc(Cl)cc3)cc2CC(=O)N([C@H](C)CO)C[C@@H]1C
 : 12, 6, -1.1, 0, 2, -9, -6, 0
- CCOC(=O)C(=Cc1ccc(Br)cc1)C(=O)OCC
 : 13, 5, 0.8, 0, -2, 13, 19, -3
- C[C@@H]1CN([C@@H](C)CO)C(=O)Cc2cc(NC(=O)CCCN(C)C)ccc2O[C@@H]1CN(C)C
 : nt, -14, -0.7, nt, -5, nt, 3, 3
- C[C@@H]1CN([C@H](C)CO)C(=O)c2c(c3ccccc3n2C)-c2ccccc2CO[C@@H]1CN(C)S(=O)(=O)c1ccc(C(F)(F)F)cc1
 : -20, -1, -0.9, nt, 32*, nt, 53*, -1
- CCc1ccc(NC(=O)COc2ccc(/C=C(/C#N)c3nc4ccccc4[nH]3)cc2OC)cc1
 : 3, -1, -0.1, 3, 2, nt, -7, -2
- CC1CCN(C(=O)NC(=O)c2ccc(Cl)cc2)CC1
 : -6, 3, 0.0, 0, 0, nt, -8, 0
- COc1ccc(C(C)=NNC(=O)c2cccc(S(=O)(=O)N3CCCC3)c2)cc1
 : -4, -2, 0.0, -3, -2, 9, 2, 0
- O=C(CSc1nnc(CCCO)n1-c1ccccc1)Nc1nccs1
 : -2, 1, nt, 4, -1, -7, 5, 1
- C[C@H](O)C#Cc1cnc2c(c1)C(=O)N([C@H](C)CO)C[C@@H](C)[C@@H](CN(C)Cc1cncnc1)O2
 : 8, -13, -0.2, -3, 3, 18, -13, -1
- O=C(COc1ccc(Cl)cc1Cl)N1CCNC1=O
 : -16, -9, -0.1, -1, 0, -9, -6, 0
- O=C1NC(Cc2ccccc2)c2nc3cc(F)c(F)cc3c(=O)n2-c2cc3ccccc3cc21 (stereo unspecified)
 : nt, 2, -0.1, -2, 12, -8, 4, nt
- O=C(C1=C[C@@H](C2CC2)C[C@@H](OCc2ccc(CO)cc2)O1)N1CCCC1
 : 1, 1, nt, -11, 3, nt, nt, 2
- C[C@H](CO)N1C[C@H](C)[C@@H](CN(C)Cc2ccc(-c3ccccc3)cc2)OCc2ccccc2-c2c(n(C)c3ccccc23)C1=O
 : nt, 1, 0.0, nt, 4, nt, 16, 0
- CCCNC(=O)N(C)C[C@@H]1Oc2cc(C#CC(C)(C)O)ccc2S(=O)(=O)N([C@H](C)CO)C[C@@H]1C
 : 14, -4, 0.6, -7, -5, 8, -5, 1
- Cc1noc(C)c1CCC(=O)Nc1cc(C(=O)O)ccc1Cl
 : 3, -2, -0.2, 0, nt, 2, 6, -4
- CN(C)C(=O)C[C@H]1C[C@H]2c3cc(NC(=O)Cc4ccncc4)ccc3O[C@H]2[C@@H](CO)O1
 : -6, 3, 0.0, 61, 3, 5, -6, 2
- C[C@@H]1CN([C@H](C)CO)C(=O)c2cccc(NC(=O)c3cnccn3)c2O[C@H]1CN(C)S(C)(=O)=O
 : 10, -3, 0.0, -4, 4, 5, 7, 0
- Fc1ccccc1/C=N/Nc1ccc(Cl)nn1
 : 1, -4, 0.0, 1, 3, 7, -43, 4
- CC1=C(C(=O)N2CCCCCC2)CC(CC(=O)NCCCCc2ccccc2)C(=O)N1Cc1ccccc1 (stereo unspecified)
 : -3, 0, nt, -1, -1, 5, -8, 4
- O=C(O)CN1C(=O)/C(=C\c2ccccc2OCc2ccc(Cl)cc2)SC1=S
 : nt, 0, 0.1, nt, 4, nt, 13, 12
- Cc1sc2ncnc(N3CCC(C(=O)NNC(=O)COc4cccc(C(F)(F)F)c4)CC3)c2c1C
 : nt, 0, 0.0, nt, -5, nt, -5, -1
- CCc1ccc(NC(=O)C(=O)NCC2CCCN2S(=O)(=O)c2cccs2)cc1 (stereo unspecified)
 : 8, -2, 0.2, -4, 1, 1, -6, 0
- CCc1ccccc1N(C(C)=O)c1nc(CN=C=S)cs1
 : nt, 5, 0.3, -3, -2, 0, 16, 3
- COc1ncnc2c1oc1nc(C)c3c(c12)CC(C)(C)OC3
 : -1, 27, 0.1, -1, 6, nt, 2, -7
- CCN1C(=O)C(c2ccc(O)cc2)(c2ccc(O)cc2)c2ccccc21
 : 37, 1, 0.0, nt, -1, 0, -5, 1
- Cc1ccc(S(=O)(=O)N(C)C[C@H]2OCCCC[C@H](C)Oc3ccc(NS(=O)(=O)c4cccs4)cc3C(=O)N([C@@H](C)CO)C[C@H]2C)cc1
 : 1, -11, -0.1, -3, 13, nt, 2, 0
- C[C@H](CO)N1C[C@H](C)[C@@H](CN(C)C(=O)Nc2ccc(C(F)(F)F)cc2)Oc2ccc(NC(=O)Nc3ccc4c(c3)OCO4)cc2CC1=O
 : -6, 0, -1.1, 2, 6, 3, 15, 6
- CCOC(=O)c1nc(NCCc2ccccc2)sc1C
 : nt, -5, 0.0, nt, 1, nt, -84, -2
- CCOc1cc(NS(=O)(=O)c2ccc(NC(C)=O)cc2)c(OCC)cc1NC(=O)C(C)C
 : 17, nt, nt, -1, nt, -10, 4, nt
- CC(C)OCc1ccc(C(=O)N2CCN(S(=O)(=O)c3ccc(Br)s3)CC2)cc1
 : -5, -6, -0.1, 2, -6, 4, 12, 6
- O=C(Nc1ccccc1)c1cc(C2CCCCN2C(=O)OCCF)on1 (stereo unspecified)
 : -20, 0, 0.7, 6, nt, 7, -6, -2
- O=c1c(Cc2ccccc2)c(O)ccn1Cc1ccc2c(c1)OCO2
 : -1, -2, 0.4, nt, -4, nt, 3, -4
- C[C@@H]1CCCCO[C@H](CN(C)C(=O)CCC(F)(F)F)[C@H](C)CN([C@@H](C)CO)C(=O)c2cc(NC(=O)c3ccccc3)ccc2O1
 : 2, 49, -0.1, -7, 5, nt, -8, -4
- Cc1ccc(S(=O)(=O)N(C)C[C@H]2OCCCC[C@H](C)Oc3ccc(NC(=O)NC4CCCCC4)cc3C(=O)N([C@@H](C)CO)C[C@@H]2C)cc1
 : -9, 5, 0.1, -2, 0, nt, -18, -7
- COc1ccc2oc(C(=O)N3CCc4ccccc43)c(C)c2c1
 : nt, 2, 0.0, -10, 1, -45, 59*, 4
- COc1ccc(Nc2c(-c3ccc(F)cc3)nc3nc(C)cc(C)n23)cc1
 : nt, -2, 0.2, nt, nt, nt, -28, 13
- O=C(C[C@H]1CC[C@@H]2[C@H](COC[C@@H](O)CN2S(=O)(=O)c2ccccc2)O1)NCc1ccc2c(c1)OCO2
 : 4, 1, 0.1, -1, -1, -3, -34, 1
- CCCc1cn(CC[C@@H]2CC[C@H](NS(=O)(=O)c3ccc(-c4ccccc4)cc3)[C@@H](CO)O2)nn1
 : -2, 3, -0.2, 3, 2, 9, -8, -11
- COc1cc(CNCc2ccc(C)cc2)cc(OC)c1OC
 : 15, -3, 0.2, 0, -1, -4, 5, -5
- COCC(=O)N1[C@H](CO)[C@H](c2ccccc2)[C@H]1CNC(=O)c1ccccn1
 : 3, -3, 0.1, -3, 0, -13, 0, 0
- CCc1ccc2nc(NC(=O)c3ccc(N4C(=O)CCC4=O)cc3)sc2c1
 : 12, 2, -0.1, nt, 1, nt, -17, -3
- O=c1cc(CN2CCN(c3ccc(O)cc3)CC2)nc2scc(-c3ccccc3)n12
 : 4, 0, 0.1, 2, 2, 5, 2, 0
- COc1nc(NC2CCCCC2)nc(NC(C)(C)C)n1
 : nt, -5, 0.2, nt, -1, nt, nt, -1
- Cc1ccc(C)c(C(=O)CSc2nc3ccccc3c(=O)[nH]2)c1
 : 2, -2, 0.0, nt, 6, nt, -5, 10
- Nc1ccc(-c2ncc(-c3ccccc3)o2)cc1
 : nt, 6, 0.0, -2, -19, -18, -16, 1

# The list goes on.
# The line under a structure holds: PGC1a acetyl inh, S100A4 MyoIIA, XiGFP reactiv, Cneo AK release, SIRT5 block, C2C12 statin, LGR2 inh, ERAP1 HTS inh
- Cc1[nH]c2ccccc2c1C(=O)CN1CC(C)CC(C)C1 (stereo unspecified)
 : nt, -5, 0.2, 0, 2, 4, 1, -1
- O=C(CN1C(=O)CSC1=O)N1CCCC(Nc2ccc(F)cc2)C1 (stereo unspecified)
 : -9, -6, 0.0, -4, -4, 6, -1, -1
- O=C(COC(=O)Cn1cnc2ccccc21)Nc1ccc(OC(F)F)cc1
 : nt, -1, 0.3, 3, -1, 2, 0, -1
- S=c1[nH]nc2ccc3ccccc3n12
 : 5, -5, 0.0, 8, nt, -6, -11, 4
- CO/N=C/c1ccc(Oc2ccc(C)cc2)c([N+](=O)[O-])c1
 : nt, 11, 0.3, nt, 3, nt, -89, 0
- O=C(O)c1nn(CC(=O)N2CCN(S(=O)(=O)c3ccc(Cl)cc3)CC2)c(=O)c2ccccc12
 : 1, 2, 0.0, -5, 2, -3, 12, -3
- COc1ccc(C2=CC(=O)CC(c3ccc(OC)cc3)C2)cc1 (stereo unspecified)
 : nt, -14, 0.2, -2, -1, 4, -10, 6
- CC(=O)Oc1ccc(C(=O)Nc2cc(NC(=O)c3ccc(OC(C)=O)cc3)cc(C(=O)NC(C)(C)C)c2)cc1
 : nt, -4, 0.3, nt, -1, nt, 26, -1
- O=C(NCc1cccnc1)c1ccc(NS(=O)(=O)c2ccc(F)cc2)cc1
 : nt, -5, -0.1, 0, -3, 3, 2, 0
- C[C@@H]1CCCCO[C@@H](CN(C)S(=O)(=O)c2ccccc2)[C@@H](C)CN([C@@H](C)CO)C(=O)c2cc(NC(=O)Nc3ccc(F)cc3)ccc2O1
 : 1, -1, 0.2, 1, 1, nt, -4, 2
- CC1CCCN(C(C(=O)Nc2ccc3c(c2)OCO3)c2ccccc2)C1 (stereo unspecified)
 : -12, -1, -0.1, -4, nt, 11, 6, nt
- COc1cccc(-c2ccc([C@@H]3[C@H](CO)N(C(C)=O)C34CN(C(C)=O)C4)cc2)c1
 : 1, -5, 0.2, nt, 4, nt, -3, 0

# Screens as filed in PubChem BioAssay.

# Some of the compounds tested; count on the stated rates, not on these rows.
